Source: PubChem BioAssay (several laboratories)
TMEM16A inh: mouse TMEM16A channel inhibition, primary screen; normalized B-score (activity score, 25-100; higher = stronger inhibition) at 10 µM; Q8BHY3; AID 588511; HEK293 TMEM16A/YFP iodide influx fluorescence, ionomycin; hit rate 1.2% among 310,000;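 active = ratio plate-corrected score three or more library SD toward inhibition, starting fluorescence score within five deviations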;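 also: score derived from kinetic fluorescence span divided by baseline fluorescence per well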
SKKanGAS inh: SKKanGAS growth inhibition; inhibition, % at 7.5 µM; hit rate 1.3% among 300,000; AID 1662; S. pyogenes SKKanGAS, kanamycin growth, BacTiter-Glo, 6 h;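 active = mean replicate score, as percent of positive control median, at least 50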;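 also: strain carries kanamycin resistance gene driven by streptokinase promoter and grows in 40 µg/ml kanamycin; loss of luminescence reflects streptokinase promoter inhibition or plain growth inhibition; 0% = median of DMSO wells and 100% = positive control at its reference dose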
TRPC4 act: opens the mouse TRPC4 cation channel; HEK293 TRPC4beta/mu-opioid, Fluo4 calcium fluorescence; active compounds read high; B-score at 10 µM; hit rate 0.49% among 310,000;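 active = B-score above 5 SD of library B-scores, and initial fluorescence ratio not above library mean plus 5 SD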;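 also: positive B-score marks a calcium rise read as TRPC4 activation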
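Material: HEK293 stable line with TRPC4beta plus mu-opioid receptor; technique: Fluo4 calcium-sensitive dye fluorescence, kinetic, 1 Hz baseline; timing: Fluo4 dye loading 45 min at room temperature, 110 s recording; controls: assay buffer as low control, maximal DAMGO as high control; read-out: integrated baseline-normalised fluorescence ratio, converted to per-well B score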
TRPC4 inh: TRPC4 (mouse) channel inhibition. Q9QUQ5. HEK293 TRPC4beta/mu-opioid, DAMGO-evoked Fluo4 calcium flux; active compounds read low. B-score at 10 µM. hit rate 0.39% among 300,000. AID 2247;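 active = B-score over 3 SD under the library average, no early fluorescence shift, positive overall ratio signal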
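Assay system: HEK293 cells with stable TRPC4beta plus mu-opioid receptor expression. Dosing: single dose. Measured by: Fluo4 Ca2+ flux fluorescence. Also added: DAMGO in two steps, submaximal then maximal. Read-out: B score from integrated Fluo4 fluorescence ratio.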
ANO1 activ: mouse TMEM16A channel activation, primary screen; Q8BHY3; HEK293 TMEM16A/YFP-H148Q/I152L, iodide quench fluorescence; active compounds read low; B-score at 10 µM; hit rate 0.3% among 340,000; AID 623877;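 active = fluorescence-ratio B-score plate-corrected deviation score at least 3 library SD below zero, with starting fluorescence score within 5 deviations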;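 also: channel opened by trigger with iodide after compound preincubation; score built on the fluorescence ratio of max minus min over baseline; more negative score means more quench and so TMEM16A activation or potentiation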
TRPC6 activator: activates the mouse TRPC6 cation channel; HEK293-TRPC6 membrane potential dye fluorescence; active compounds read high; hit rate 0.13% among 310,000; B-score at 10 µM; Q61143;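 active = B-score of the integrated fluorescence ratio above library mean plus 3 SD, and starting fluorescence ratio within library mean plus 5 SD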;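 also: higher score means more depolarization so channel activation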
TRPC6 inh: mouse TRPC6 channel inhibition; AID 2553; Q61143; hit rate 1.1% among 310,000; HEK293-TRPC6, membrane potential dye, ACh-evoked depolarization; active compounds read low; B-score at 10 µM;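 active = B-score under library mean minus 3 SD, initial fluorescence not abnormally high, positive integrated signal ratio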;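 also: B-score derived from integrated fluorescence ratio over the kinetic read; more negative B-score means stronger inhibition of depolarization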
MrgX1 antagonist: human MrgX1 receptor antagonism, primary screen. Q96LB2. MRGX1-HEK293 calcium flux, Fluo-4, BAM8-22 antagonism; active compounds read low. B-score at 10 µM. hit rate 1.3% among 310,000. AID 588676;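 active = calcium-response B-score plate-corrected more than 3 library SD below zero, starting fluorescence within 5 deviations, no agonist response on first addition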;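 also: peak minus trough fluorescence over baseline after final BAM8-22 challenge near maximal dose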
Target sequence (Q96LB2 whole entry, looked up): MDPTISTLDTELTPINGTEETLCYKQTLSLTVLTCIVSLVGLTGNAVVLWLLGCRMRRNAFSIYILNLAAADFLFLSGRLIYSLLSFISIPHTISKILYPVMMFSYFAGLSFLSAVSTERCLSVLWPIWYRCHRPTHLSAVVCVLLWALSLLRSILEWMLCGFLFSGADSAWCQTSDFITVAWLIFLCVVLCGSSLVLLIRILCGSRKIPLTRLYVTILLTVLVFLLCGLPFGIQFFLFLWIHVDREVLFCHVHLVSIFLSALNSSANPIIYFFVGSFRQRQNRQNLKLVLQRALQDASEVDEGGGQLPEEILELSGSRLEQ
TRPC4 PAM: allosteric potentiators of mouse TRPC4 channel; Q9QUQ5; HEK293 TRPC4beta/mu-opioid, DAMGO EC20, Fluo-4 Ca2+ flux; active compounds read high; B-score at 10 µM; hit rate 0.42% among 310,000; AID 2227;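 active = B-score of calcium response area above 5 SD of library B-scores, with initial fluorescence ratio within 5 SD of library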;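 also: B-score of integrated fluorescence ratio over time as area under calcium response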
MrgX1 PAM: allosterically activates human MrgX1 receptor signaling | Q96LB2 | B-score at 10 µM | MrgX1-HEK293, Fluo-4 calcium flux, FDSS; active compounds read high | AID 588675 | hit rate 0.63% among 310,000;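 active = plate-corrected calcium response at least 3 library SD above typical, normal starting fluorescence, not activating the receptor alone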;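 also: compound read alongside a low EC10 to EC30 dose of BAM8-22 agonist; peak minus trough fluorescence over baseline measured at the second addition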
MrgX1 agonist: agonists of human MrgX1 receptor; AID 588627; Q96LB2; MrgX1-HEK293 cells, Fluo-4 calcium fluorescence, agonist mode; active compounds read high; B-score at 10 µM; hit rate 0.44% among 310,000;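 active = calcium response B-score plate-corrected fluorescence ratio at least 3 library SD, with starting fluorescence B-score inside 5 SD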
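times = overnight plating, then 30 min 37 °C plus 30 min room-temperature dye loading | assay system = stable human MrgX1 HEK293 cell line | input = fifteen thousand cells per well | signal = kinetic calcium dye fluorescence, Fluo-4 NW | dosing = compound delivered in addition one of three | read-out = B-scored fluorescence response ratio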
* = called active by the depositor; i = inactive; . = not tested or not shown; & = joins results of further samples.

Below each SMILES: ANO1 activ, TRPC4 PAM, SKKanGAS inh, TRPC6 inh, TRPC4 act, TMEM16A inh, TRPC4 inh, MrgX1 agonist, MrgX1 antagonist, MrgX1 PAM, TRPC6 activator
CC(NCc1ccccc1Cl)C(O)c1ccccc1 (stereo not drawn)
→ i, i, -6.1, i, i, i, i, i, i, i, i
CCCNC(=O)Cn1cnc2sc(C(=O)N3CCC4(CC3)OCCO4)c(C)c2c1=O
→ i, i, 25.2, i, i, i, i, i, i, i, i
COC(=O)C(O)(c1ccc(N=Cc2ccccc2O)c(C)c1)C(F)(F)F (stereo not drawn)
→ i, i, -0.6, i, i, i, i, i, i, i, i
Cc1cc(/C=C2/C(=O)NC(=O)N(c3ccccc3)C2=O)c(C)n1-c1ccc(F)cc1
→ i, i, -2.6, i, i, i, i, i, i, i, i
CC1(C)N(O)C2CCCCC2N1O (stereo not drawn)
→ i, i, -11.5, i, i, i, i, i, i, i, i
Cc1cc(N2CCCC2)ccc1C=C(C#N)C#N
→ i, i, -2.9, i, i, i, i, i, -5.47*, i, i
CNC(=O)Oc1ccc(-c2cn3cc(Cl)ccc3n2)cc1
→ i, i, 0.2, i, i, i, i, i, i, i, i
Cc1ccccc1-n1c(O)c(C(c2ccncc2)c2c(O)n(-c3ccccc3C)c(=O)[nH]c2=O)c(=O)[nH]c1=O
→ i, i, -5.1&5.4, i, i, i, i, i, i, i, i
O=C(C1c2ccccc2C(=O)N2CCc3ccccc3C12)N1CCC2(CC1)OCCO2 (stereo not drawn)
→ i, i, -11.2, i, i, i, i, i, i, i, i
CCCCCn1c(=O)c(C(=O)Nc2ncccc2C)c(O)c2ccccc21
→ i, i, 101.2*, i, i, i, i, i, i, i, i
CCCCCn1c(=O)c(C(=O)NCc2ccccc2)c(O)c2ccccc21
→ i, i, 86.0*, i, i, i, i, i, -6.52*, i, i
Cc1nn(Cc2ccccc2Cl)c(Cl)c1C(=O)OC(C(=O)NC(N)=O)C(C)C (stereo not drawn)
→ i, i, -1.7, i, i, i, i, i, i, i, i
CN1CCN(CC#CCOc2ccc(Cl)cc2)CC1
→ i, i, 1.2, i, i, i, i, i, i, i, i
CCOc1ccc(Cl)cc1CNCCc1ccccc1F
→ i, i, 13.6, i, i, i, i, i, i, i, i
COc1ccc(N2C(=O)NC(=O)/C(=C/c3ccc([N+](=O)[O-])s3)C2=O)cc1
→ i, i, 14.6, i, i, i, i, i, i, i, i
Cc1ccc(C)c(OCC(=O)N2CCN(Cc3ccc4c(c3)OCO4)CC2)c1
→ i, i, -0.5, i, i, i, i, i, i, i, i
CC[n+]1c(SC)ccc2cc(OC)ccc21
→ i, i, -5.8, -5.21*, i, i, i, i, i, i, i
CC(C)N1CCN(Cc2ccc3c(c2)OCCO3)CC1CCO (stereo not drawn)
→ i, i, 2.5, i, i, i, i, i, i, i, i
CC1(C)CC(N(CCc2ccccc2)Cc2ccccc2)CCO1 (stereo not drawn)
→ i, i, -4.8, i, i, i, -6*, i, i, i, i
COC(=O)C(=O)N1CC2(C)CNCC(C)(C1)C2=O
→ i, i, -0.4, i, i, i, i, i, i, i, i
CCc1ccccc1N1C(=O)NC(=O)/C(=C\c2cc(C)n(C)c2C)C1=O
→ i, i, 1.5, i, i, i, i, i, i, i, i
O=C(Nc1ccccc1)OC1CN=C(N[N+](=O)[O-])NC1 (stereo not drawn)
→ i, i, 1.9, i, i, i, i, i, -5.69*, i, i
COC1CC(OC2CCC3(C)C(CCC4C3CCC3(C)C(C5=CC(=O)OC5)C(OC(C)=O)CC43O)C2)OC(C)C1OC1OC(COC2OC(CO)C(O)C(O)C2O)C(O)C(O)C1O (stereo not drawn)
→ ., i, -0.6, i, i, i, i, i, i, i, i
Cc1cccc(C)c1NC(=O)c1cccn(Cc2ccc3c(c2)OC(F)(F)O3)c1=O
→ i, i, 11.9, i, i, 25*, i, i, i, i, i
Cc1cccc(NC(N)=S)c1
→ i, i, 2.6, i, i, i, i, i, i, i, i
COCCCn1c(N)c(C(=O)Nc2ccccc2)c2nc3ccccc3nc21
→ i, i, 49.7*, i, i, i, i, i, i, i, i
COc1ccc(OC)c(N2C(=O)NC(=O)/C(=C/c3ccc([N+](=O)[O-])s3)C2=O)c1
→ i, i, -1.2, i, i, i, i, i, i, i, i
Cc1nonc1-c1nc(-c2nonc2N)n[nH]1
→ i, i, 1.5, i, i, i, i, i, i, i, i
CC1=NN(Cc2c[nH]c3ccccc23)C(C)(C)C1
→ i, i, -13.5, i, i, i, i, i, i, i, i
CC1(C)Cc2c(sc3c2C(=O)NC(c2cccnc2)N3)CO1 (stereo not drawn)
→ i, i, -10.8, i, i, i, i, i, i, i, i
CCOC(=O)c1[nH]ncc1CN1CCCC(C(=O)c2cccc(Cl)c2)C1 (stereo not drawn)
→ i, i, -23.5, i, i, i, i, i, i, i, i
CCOC(=O)c1c(C)[nH]c(C(=O)C(C)N2CCCC2)c1C (stereo not drawn)
→ i, i, 10.8, i, i, i, i, i, i, i, i
CCOC(=O)c1sc(/N=C/c2c(O)n(-c3ccccc3)c(=O)[nH]c2=O)c(C#N)c1C
→ i, i, 8.0, i, i, i, i, i, i, i, i
O=c1c2ccccc2[nH]c(=S)n1-c1ccc2c(c1)OCCO2
→ i, i, 1.6, i, i, i, i, i, i, i, i
COc1cc2[nH]c(=O)n(-c3ccccc3)c(=O)c2cc1OC
→ i, i, -3.2, i, i, i, i, i, i, i, i
CC(=O)c1ccccc1NC(=O)C1C2CCC(O2)C1C(=O)O (stereo not drawn)
→ ., i, ., i, i, i, i, i, i, i, i
O=C1NC(=O)C(=Cc2coc3ccc(O)cc3c2=O)C(=O)N1
→ i, i, -4.5, i, i, i, i, i, i, i, i
C[N+](C)(C)CC(=O)O
→ i, ., ., ., ., i, ., i, i, i, .
CC(=O)OC1(Cc2ccccc2)CN2CCC1c1ccccc12 (stereo not drawn)
→ i, i, 5.3, i, i, i, i, i, i, i, i
O=C(CN1CCCC1)Nc1ccc(Cl)cc1C(=O)c1ccccc1
→ i, i, 9.4, i, i, i, -6*, i, i, i, i
C=C(C)CN1CC[C@]23c4c5ccc(O)c4O[C@H]2c2[nH]c4ccccc4c2C[C@@]3(O)C1C5
→ ., i, -2.0, i, i, i, i, i, i, i, i
O=C(CCCn1c(=O)[nH]c2cc(Cl)ccc2c1=O)N1CCC2(CC1)OCCO2
→ i, i, -1.9, i, i, i, i, i, i, i, i
CCC(CC)N1CCN(Cc2nc3ccccc3c(=O)n2-c2ccc(F)cc2)CC1
→ i, i, -3.2, i, i, i, i, i, i, i, i
C=C[C@@H]1C[C@@]1(C)[C@@H](NP(=O)(c1ccccc1)c1ccccc1)c1ccccc1
→ i, i, 17.6, i, i, i, i, i, i, i, i
C=Cn1ccnc1P(=S)(c1c(C)nn(-c2ccccc2)c1C)c1nccn1C=C
→ i, i, 7.4, i, i, i, i, i, i, i, i
Cc1cccc(N2C(=O)NC(=O)/C(=C\c3cc(C)n(-c4sc5c(c4C#N)CCCC5)c3C)C2=O)c1C
→ i, i, -7.1, i, i, i, i, i, i, i, i
CCc1cc(=O)oc2cc(OCC(=O)N3C[C@H]4C[C@@H](C3)c3cccc(=O)n3C4)c(Cl)cc12
→ i, i, 4.3, i, i, i, i, i, i, i, i
COC(=O)C(NC(=S)N1CC2C[C@@H](C1)Cn1c2cccc1=O)C(C)C (stereo partly drawn)
→ i, i, -6.5, i, i, ., i, ., ., ., i
O=C1C=Cc2ccccc2C1=O
→ ., i, 8.6, i, i, i, i, i, i, i, i
Oc1ccc(C(=C(Cl)Cl)c2ccc(O)cc2)cc1
→ ., i, 45.0, i, i, i, i, i, i, i, i

(cont.)
Below each SMILES: ANO1 activ, TRPC4 PAM, SKKanGAS inh, TRPC6 inh, TRPC4 act, TMEM16A inh, TRPC4 inh, MrgX1 agonist, MrgX1 antagonist, MrgX1 PAM, TRPC6 activator
CCCc1c(C)nc(-c2ccc(C)cc2)nc1OC(=O)N(C)C
→ i, i, 14.7, i, i, i, i, i, i, i, i
O=C(c1ccc(N2CC3CC(C2)c2cccc(=O)n2C3)c([N+](=O)[O-])c1)N1CCCC1 (stereo not drawn)
→ i, i, 16.6, i, i, i, i, i, i, i, i
CCOc1cc(C2NCc3ccccc3-n3cccc32)ccc1O (stereo not drawn)
→ i, i, -2.0, i, i, i, i, i, i, i, i
COc1ccc(CNCCc2ccc(Cl)cc2Cl)cc1
→ i, i, -3.2, i, i, i, i, i, i, i, i
NC(Cc1ccccc1)c1nc2ccccc2[nH]1 (stereo not drawn)
→ i, i, -0.3, i, i, i, i, i, i, i, i
CC(=NCCCN1CCCCC1)c1c(O)n(Cc2ccccc2)c(=O)[nH]c1=O
→ i, i, -9.6, i, i, i, i, i, i, i, i
Cc1ccc(-c2nc(CS(=O)CC(=O)N3CCC4(CC3)OCCO4)c(C)o2)cc1 (stereo not drawn)
→ i, i, -4.3, i, i, i, i, i, i, i, i
COC(=O)C1=Nc2ccccc2/C1=C\c1c(O)n(-c2ccc(Br)cc2)c(=O)[nH]c1=O
→ i, ., ., ., ., i, ., i, i, i, .
CN1C2CCC1CC(OC(c1ccccc1)c1ccccc1N)C2 (stereo not drawn)
→ i, i, -4.7, -5.56*, i, i, i, i, i, i, i
CCCCCOc1ccc(C)cc1CN(CCCl)CCCl
→ i, i, -7.7, i, i, i, i, i, i, i, i
C=Cn1ccnc1P(O)(=S)c1nc(C)c(CCOC(C)=O)s1 (stereo not drawn)
→ i, i, 2.5, i, i, i, i, i, i, i, i
Cc1ccc2c(c1)cc1c(=O)n(CC(=O)N3CCC4(CC3)OCCO4)nc(C)n12
→ i, i, -6.2, i, i, i, i, i, i, i, i
O=C(CCC(=O)N1CCC2(CC1)OCCO2)Nc1nnc(C(F)(F)F)s1
→ i, i, 1.8, i, i, i, i, i, i, i, i

A portion of the library (hit frequency here may not be typical).
